# Screening data (PubChem BioAssay)
# hcGAS lum: Primary biochemical luminescence assay for human cyclic GMP-AMP synthase inhibitors; inhibition, % at 12.5 µM; Q8N884; recombinant h-cGAS, ATP depletion, Kinase-Glo luminescence; 0.081% of 290,000 active;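 note: 0% = vehicle reaction and 100% = reaction without DNA for no activity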
# Target sequence (Q8N884 whole entry, looked up): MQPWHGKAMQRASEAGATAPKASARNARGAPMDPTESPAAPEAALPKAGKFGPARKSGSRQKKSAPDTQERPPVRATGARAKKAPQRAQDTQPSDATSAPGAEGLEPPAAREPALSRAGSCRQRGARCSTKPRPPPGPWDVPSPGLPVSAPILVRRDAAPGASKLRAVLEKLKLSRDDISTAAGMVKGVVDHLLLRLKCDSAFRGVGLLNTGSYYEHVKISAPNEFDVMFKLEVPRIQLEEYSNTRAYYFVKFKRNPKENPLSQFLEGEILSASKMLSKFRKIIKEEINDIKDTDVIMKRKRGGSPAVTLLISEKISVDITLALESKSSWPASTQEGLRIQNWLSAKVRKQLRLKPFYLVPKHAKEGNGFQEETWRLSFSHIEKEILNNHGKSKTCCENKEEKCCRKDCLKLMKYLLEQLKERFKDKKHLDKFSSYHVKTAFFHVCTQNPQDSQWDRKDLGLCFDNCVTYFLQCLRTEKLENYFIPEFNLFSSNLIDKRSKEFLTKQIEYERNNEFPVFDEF
# NPYLR7 agonist: agonists of mosquito NPYLR7 receptor, primary screen, cell-based, Aedes aegypti, calcium fluorescence, mosquito biting behavior; Aedes aegypti neuropeptide Y-like receptor 7 (NPYLR7); HEK293T NPYLR7/Galpha15, GCaMP6s calcium fluorescence; activation, % at 10 µM; 0.15% of 270,000 active; AID 1259423, 2018; in the data active = activation above about 40%;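 note: 0% = vehicle and 100% = reference agonist at the receptor; some compounds past the cut are filed as inactive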
# mcGAS inh: cyclic GMP-AMP synthase inhibitors, mouse, primary biochemical chemiluminescence; Q8C6L5; recombinant cGAS, Kinase-Glo ATP depletion luminescence; inhibition, % at 12.5 µM; 0.15% of 160,000 active;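 note: 0% = negative control wells and 100% = reference inhibitor with no enzyme activity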
# * hit, by the source's call; · = no result given; & = joins results of further samples. Cut-off read from the data, not from the text of the source, unless noted: active = inhibition above about 40%; inactive = the rest.
SMILES	hcGAS lum	NPYLR7 agonist	mcGAS inh
Cc1cc(C)c(NC(=O)c2cc([N+](=O)[O-])ccc2Cl)c([N+](=O)[O-])c1	1	-5	·
CCc1c(C(=O)NCc2ccco2)cnn1-c1ccc(F)cc1	-7	16	-8
Cc1cc(C)n2ncc(CN(C)C(C)C(=O)N(C)C)c2n1 (stereo unspecified)	-2	8	·
CCOC(=O)c1cn[nH]c1S(=O)(=O)Nc1ccc(F)cc1	-2	-2	-5
COc1cccc(N2CCn3c2nc2c3c(=O)n(CCN3CCCCC3)c(=O)n2C)c1	-12	-2	·
CCOCC1CCCN(C(=O)c2c(C)nc(C(C)(C)C)[nH]c2=O)C1 (stereo unspecified)	4	-1	·
CCCCc1cn(CC2CCCN(C(=O)c3[nH]c(C)cc3C)C2)nn1 (stereo unspecified)	0	·	-1
O=c1nc(SCc2ccc(F)cc2)nc2ccccn12	-9	2	-8
O=C1[C@@H]2C[C@H](O)CCN2C(=O)CN1CCCN1CCOCC1	-6	-2	-8
COCCN(Cc1c(-c2ccccc2)nn(C)c1Oc1cccc(F)c1)CC(O)Cc1ccccc1 (stereo unspecified)	-6	6	-7
CC(C)S(=O)(=O)Oc1ccc(CN(C(=O)c2ccccc2F)C2CC2)cc1	-4	-5	-5
CC(C)(C)Nc1c(-c2ccc(Cl)c(Cl)c2)nc2ccc(Cl)cn12	-8&-6	-9&2	-7&-6
CC(CCc1ccccc1)NC(=O)c1ccc(CSc2nc(Cl)cc(N3CCN(c4cccc(Cl)c4)CC3)n2)cc1 (stereo unspecified)	-1	25	-6
COc1ccc(-c2nn(CC(=O)NC(C)C)c(=O)c3nc(C)sc23)cc1OC	6	6	-6
CN1CCN(CCNC(=O)c2cc3n(n2)CCCC3)CC1	-6	·	-4
CCN(Cc1c(F)ccc(OC)c1Cl)C1CCS(=O)(=O)C1 (stereo unspecified)	-3	5	-9
COc1cc(C=C(C#N)C#N)ccc1OC(=O)c1cccc(F)c1	-6	-2	-4
O=c1oc(-c2ccccc2O)nc2ccccc12	55*	3	·
COc1cc(Cl)ccc1OCc1cc(C(=O)NC(C)Cc2cnccn2)no1 (stereo unspecified)	-7	11	·
OCc1ccnc(-c2cccc3cnccc23)c1	1	4	·
O=C(NCCCc1ccccn1)c1ccc(N2CCN(C3CCCC3)CC2)nc1	-9	7	·
CN(C)CC1(O)CCN(C(=O)c2ccc(CO)o2)C1 (stereo unspecified)	3	-2	·
CC(C)(C#N)C(=O)Nc1ccnc(Oc2ccccc2Cl)c1	-6&-6	5&7	-15
CCOC(=O)c1c(C)nn(-c2ccc(C(=O)NCc3ccc(OC)cc3OC)cc2)c1C	-7	1	-5
CN1CCC2(CC1)CN(C(=O)CCN(C)S(C)(=O)=O)CCCN2C	-5	20	-13
CCCC(=O)N=c1sc2c(Cl)ccc(C)c2n1C	5	13	-1
O=C(COc1ccc(F)cc1)N1CCOC(COc2cccc(C(F)(F)F)c2)C1 (stereo unspecified)	-6	-4	-5
NC(=O)C1CCN(C(C(=O)N2CCCCC2)c2ccccc2)CC1 (stereo unspecified)	4	4	-5
COc1ccc(CN(C(=O)C(C)C)C(C)C)cc1OS(=O)(=O)c1ccc(NC(C)=O)cc1	-4	7	-6
O=C(Cc1ccc(F)cc1)NCCOc1ccc(-c2ccccc2)nn1	-5	-3	1
O=C(CCN1CCC(c2ccccc2)C1)Nc1ccc(F)cc1 (stereo unspecified)	-7	7	·
COC(=O)c1cc(OC)c(OC)cc1NS(=O)(=O)c1cccc(C#N)c1	-5	-8	·
COc1cccc(C(=O)N(Cc2nccn2Cc2cccc(Cl)c2)C2CCCCC2)c1	-5	-4	-5
CC(C)c1nnc2sc(C3CC34CCC4)nn12 (stereo unspecified)	-6	3	-13
C=CCn1c(SCC(C)=O)nc2sc3c(c2c1=O)CCCCC3	2	4	·
COC(=O)c1cc2c(=O)n(-c3ccc4c(c3)OCCO4)ccc2nc1C	-5	0	·
CCOC(=O)C(CC)Sc1ccc2nnc(-c3cccnc3)n2n1 (stereo unspecified)	-1	-2	-6
O=C(c1csc(CSc2nnc(-c3ccncc3)n2-c2cccc(Cl)c2)n1)N1CCN(C/C=C/c2ccccc2)CC1	-11	5	-6
CCn1cc(CN(Cc2c(C)nn(C)c2Cl)CC(C)C)cn1	-7	0	·
CC1=CC[C@@H]2CN(C(=O)CCn3ccccc3=O)C[C@@H]2C1	-2	3	-9
CCOC(=O)c1nn(CCc2ccccc2)c2c1CN(C(=O)C1=C(C)OCCO1)CC2	1	11	-13
COC(=O)CCc1c(C)nn(-c2ccc(C(=O)N3CCC[C@H]3C(=O)OCc3ccccc3)cc2)c1C	-1	16	-6
COc1ccc(CNC2CCCN(C)C2)c(Cl)c1OC (stereo unspecified)	-6&-9	5&8	-6
CN(C)c1ccc(NC(=O)c2cccc(F)c2)cc1CN(C(=O)C1CC1)C1CC1	-4	19	-5
Fc1ccc(Nc2nc3ccccc3n3cnnc23)cc1	-3	6	·
CCOCCn1c(=O)c2c(nc3n2CCN3c2ccccc2)n(C)c1=O	-13	3	·
CCCc1[nH]n(-c2ccc([N+](=O)[O-])cc2)c(=O)c1C=NCCN1CCNCC1	7	-9	·
CC(C)CC(=O)NCCn1ncc2c(N3CCN(c4ccc(F)cc4)CC3)ncnc21	-2	-6	3
CC1CCCC(C)N1C(=O)CS(=O)(=O)CCS(C)(=O)=O (stereo unspecified)	2	-1	·
OCCN(CCO)CC(O)Cn1c2ccccc2c2ccccc21 (stereo unspecified)	0	2	-2
N#Cc1cccc(CNC2CCN(Cc3ccc(Cl)cc3)CC2)c1	-10	0	-9
CCCNC(=O)C1(C)CCCN(Cc2ccc(OC(F)(F)F)cc2)C1 (stereo unspecified)	-5	0	·
CC(=O)c1ccc(N2CCC(N3CCCC(C(=O)N4CCOCC4)C3)CC2)nc1 (stereo unspecified)	-6	7	-16
COC(=O)C1Cc2ccccc2CN1C(=O)c1ccc(OC(F)F)c(OC)c1 (stereo unspecified)	3	1	0
CCc1ccc(O)c(C(=O)N2CCC(C(=O)N3CCN(C)CC3)CC2)c1	-7	14	-18
O=c1c2cnc3ncnn3c2ccn1-n1cnnc1	-8	4	·

# The last two records of the section before lead into the next.
SMILES	hcGAS lum	NPYLR7 agonist	mcGAS inh
CCc1ccc(O)c(C(=O)N2CCC(C(=O)N3CCN(C)CC3)CC2)c1	-7	14	-18
O=c1c2cnc3ncnn3c2ccn1-n1cnnc1	-8	4	·
Cn1c(NC(=O)c2cccc3ccccc23)cc(=O)n(C)c1=O	3	0	-1
O=C(c1ccc2c3c(cccc13)CC2)C1CCCN(C(=O)c2n[nH]c3c2CCCC3)C1 (stereo unspecified)	-2	6	-15
O=C(COc1coc(CN2CCN(c3ccccc3)CC2)cc1=O)NC1CCCC1	-8	-1	-8
CCN(CC)CCn1c2ccc([N+](=O)[O-])cc2c2cc([N+](=O)[O-])ccc21	8	-4	·
Cc1nc(CC(=O)N(C)Cc2cc(C(C)(C)C)n[nH]2)c(C)s1	-4	9	·
Cc1[nH]cnc1CN(C)Cc1ccccc1C(F)(F)F	-4	6	·
CC(=O)c1ccc(NC(=O)N2Cc3cc(F)ccc3CC2C)cc1 (stereo unspecified)	-7	0	·
Cc1c(C(C)NC(=O)c2ccnn2C)cnn1-c1ccccn1 (stereo unspecified)	-5	13	·
CN=c1scc(-c2ccc(Br)s2)n1N=C1C(=O)Nc2ccccc21	-7	4	·
CC(C)(C)C(=O)Nc1ccnn1C1CCN(C(=O)c2ccccc2-c2ncc[nH]2)CC1	1	4	·
CCN=c1scc(-c2ccc(C)c(C)c2)n1N=Cc1ccc2c(c1)OCCO2	-4	-3	·
CN(C)S(=O)(=O)c1ccc(C(=O)NCc2c(-c3ccc(Cl)cc3)nc3n2CCS3)cc1	1	0	-2
CCOCC1CCN(C(=O)[C@H](O)C2CCCCC2)CC1	-11	12	·
CCOC(=O)c1c(C)oc2nc(CN(C)Cc3ccc(Cl)s3)[nH]c(=O)c12	-4	7	·
O=C(NCCc1ccccc1)c1cnn2c(C(F)(F)F)cc(-c3ccc4c(c3)OCO4)nc12	-8	9	-5
C=CCN(Cc1nc2sc(C(C)C)cc2c(=O)[nH]1)CC(O)Cc1ccccc1 (stereo unspecified)	-4	5	-4
Cc1ccc2nc(CN3CCN(S(=O)(=O)c4cccs4)CC3)cc(=O)n2c1	-5	3	·
CCOc1ccccc1NC(=O)N1CCc2nc(Cc3cccc(OC)c3)nc(N3CCOCC3)c2C1	-7	-2	-6
COc1cc(C(=O)N2CCOC(COc3ccc(F)cc3)C2)ccc1F (stereo unspecified)	-4	4	-6
Cc1cccn2c(NC(C)(C)CC(C)(C)C)c(-c3cccc(O)c3)nc12	-3&-1	18&9	-9
CCn1c(SCc2cn3ccccc3n2)nc2ccccc21	-4	0	·
CC1Oc2ccccc2N(CCC(=O)Nc2nc(-c3ccccc3)cs2)C1=O (stereo unspecified)	0	2	-1
COc1ccc(CCNC(=O)c2ccccc2N2CCC(NC(=O)c3ccc(OC)c(OC)c3)CC2)cc1OC	0	8	-3
COCC1(NC(=O)c2ccc(=O)n(C)n2)CCCC1	-7	-5	·
COCc1ccc(C(=O)N2CCC(CCC(=O)NCc3cccnc3)CC2)o1	-6	8	·
O=C(CSc1nc2c(c(=O)n1Cc1ccccc1)SCC2)Nc1nccs1	-7	5	-7
Cc1ccc(-n2nnnc2-c2cnc(N3C(C)COCC3C)nc2C(F)(F)F)cc1 (stereo unspecified)	-4	15	·
COC(=O)Cc1c(C)c2c(OCc3ccc(Br)cc3)cc(C)cc2oc1=O	0	-6	·
CCc1cc(Oc2cccc(F)c2)nc(SCc2cccc([N+](=O)[O-])c2)n1	-5	2	-6
CC(C)CCN1CCN(C2CCN(c3ccc4c(c3)CCC4)CC2)CC1CCO (stereo unspecified)	0	4	-7
CSC1CCC(N(C)C(=O)COc2cc(C)cc(C)c2)C1 (stereo unspecified)	-17	1	·
Cc1ccccc1-c1ncc(C2CC(=O)Nc3c2c(C2CC2)nn3C)s1 (stereo unspecified)	-2	-3	·
O=C(NC1CCOCC1)c1ccc(S(=O)(=O)C(F)(F)F)cc1	0	-1	·
COc1ccc(-c2cc(NC(=O)c3cc(F)cc(C(F)(F)F)c3)n(-c3ccc(C)cc3)n2)cc1	-2	5	-4
Cc1cccc(CN(CCC(C)C)CC(O)COCC(C)C)c1 (stereo unspecified)	-10	22	-4
COc1ccc(NC(=O)Cn2ncn3nc(-c4ccc(C)c(C)c4)cc3c2=O)cc1OC	-6	-11	-11
COC(=O)Nc1cc(C(C)(C)C)nn1-c1ccc(Br)cc1	-2	19	-8
CCN(CC)C(=O)CSc1nc(-c2ccccc2F)nc2c1c(=O)n(C)c(=O)n2C	-4	-4	-8
CCS(=O)(=O)NCCc1cc2ccc(C)cc2[nH]c1=O	-9	2	·
CC(C)(C)c1cc(NC(=O)c2ccccc2C(F)(F)F)n(-c2ccc(Br)cc2)n1	-16	10	-8
O=C1COc2ccc(S(=O)(=O)N3CCOCC3)cc2N1	-7	4	·
CCOC(=O)C1(C)CCN1C(=O)c1ccccc1OC(F)(F)F (stereo unspecified)	0	-1	·
COCCNC(=O)C(NC(=O)C1CC1)C1CCN(C(=O)c2ccc(F)cc2)CC1 (stereo unspecified)	0	-3	-3
Cc1ccc(Oc2ncccc2C(=O)N2CCC(n3c(=O)oc4cccc(C)c43)CC2)cc1	-9	4	-7
CC(C)C1CN(C(=O)CCn2cncn2)CCCN1Cc1ccc(F)cc1 (stereo unspecified)	-1	3	·
CCc1cc(N2CCN(c3cccc(C(F)(F)F)c3)CC2)nc(SCc2ccc(C(=O)NCc3ccccn3)cc2)n1	-12	9	-3
Cc1ccc(C(=O)N2C[C@@H]3C4CCC(CC4)[C@@H]3C2)n1C	-8	·	-6
CNC(=O)[C@@H]1[C@@H](O)C(=O)N(C)C12CCN(C(=O)OCc1ccccc1)CC2	-1	23	-8
O=C(/C=C/c1ccsc1)N1CCC(Nc2cccnc2)CC1	3	7	2
CC(C)Cc1ccc(C(=O)c2cccs2)cc1	6	-2	·
O=C(C(Cc1cnc[nH]1)n1cccc1)N1CCC2(CC1)C(=O)Nc1ccccc12 (stereo unspecified)	-3	12	·
Cc1ccc(Cc2nsc(N(CC(=O)N3CCC(Cc4ccccc4)CC3)Cc3ccccc3)n2)cc1	-6	·	-4
COc1ccc2c(c1)CCCN2C(C)c1nc2ccccc2c(=O)[nH]1 (stereo unspecified)	1	4	-4

# A draw from above in order of molecular weight, ascending.
SMILES	hcGAS lum	NPYLR7 agonist	mcGAS inh
O=C(/C=C/c1ccsc1)N1CCC(Nc2cccnc2)CC1	3	7	2
COc1ccc2c(c1)CCCN2C(C)c1nc2ccccc2c(=O)[nH]1 (stereo unspecified)	1	4	-4
O=C(C(Cc1cnc[nH]1)n1cccc1)N1CCC2(CC1)C(=O)Nc1ccccc12 (stereo unspecified)	-3	12	·
